Assay outcomes (PubChem)
S2 tox: reduces viability in counter-screen for ATXN expression inhibitors; S2 cells (HEK-293 line with an ATXN2-luciferase reporter) viability, CellTiter-Fluor protease fluorescence, 24 h; 0.49% of 400,000 active; Potency, µM (series often up to 56.7 µM), hits mostly cytotoxic; also: potency is read from the fitted curve at half-maximal effect; nearly all actives have a fitted effect of over 40% in size
Nrf2 activator: Nrf2 pathway activation. AREc32 ARE-luciferase reporter (MCF7-derived line), luminescence, 24 h. Potency, µM (series often up to 46.1 µM), without a hit: top-dose activation, usual class: activators. 0.31% of 410,000 active; also: potency is read from the fitted curve at half-maximal effect; % of control where 0% means no effect; nearly all actives have a fitted effect of over 65% in size
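Steps: seed AREc32_Fluc cells (1000/well, 5% FBS OPTI-MEM); incubate overnight at 37 deg C; add 23 nL compound; incubate 24 hr; add Steady-Glo; hold 30 min RT; read luminescence.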
Nrf2 block: inhibitors of Nrf2 signaling; A549 ARE-Fluc reporter, luciferase luminescence, 18-24 h; Potency, µM (titrated, usually from 46 µM), for inactives: at the highest dose activity change, negative = inhibition, actives largely listed as inhibitors; 2.1% of 360,000 active; AID 504444; also: potency is read from the fitted curve at half-maximal effect; % is scaled to controls: 0 for no effect and ±100 for the full control effect; nearly all actives have a fitted effect of over 60% in size
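A549 ARE_Fluc cells, 5000/well, 5% FBS OPTI-MEM; compounds in dose-response, 18-24 h at 37 °C/5% CO2; CellTiter-Fluor viability read (Ex 405/Em 525), then BugLite luciferase luminescence = Nrf2 activity.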
TGFb inhibitor: inhibitors of TGF-b signaling; HepG2 CAGA-GFP TGF-b/SMAD3 reporter, GFP fluorescence, 18 h; TGF-beta stimulated, 500 pg/mL final; Potency, µM (top dose mostly 46.1 µM), for inactives: top-dose activity, negative = inhibition, hits mostly inhibitors; 1.2% of 410,000 active; also: potency is read from the fitted curve at half-maximal effect; % is scaled to controls: 0 for no effect and ±100 for the full control effect; nearly all actives have a fitted effect of over 65% in size
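HEPG2 CAGA-GFP cells (1000/well, DMEM with 1% FBS) were pre-incubated 2 h at 37 degrees C, given compound by pin tool, then stimulated with TGF-beta at 500 pg/mL final for 18 h before per-cell GFP fluorescence imaging.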
HepG2 viability: counter-screen for TGF-b inhibitors: cytotoxicity in HepG2 cells; 0.76% of 410,000 active; HepG2 CAGA-GFP viability, ATP luminescence, 18 h; Potency, µM (series often up to 46.1 µM), without a hit: at the highest dose activity change, negative = cytotoxicity, actives largely listed as cytotoxic; also: potency is read from the fitted curve at half-maximal effect; some results filed as inactive show a strong effect at the top dose
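HepG2 CAGA-GFP cells (1000/well, DMEM with 1% FBS) received compound, then TGF-beta at 500 pg/mL final, and were incubated 18 hours at 37 degrees C. Viability was read by CellTiter-Glo luminescence. Media-only wells were set as complete cell-killing and DMSO as no toxicity.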
EPAC2 ag: agonists of human EPAC2 (RAPGEF4) | Q8WZA2 | EPAC2 activation, biochemical qHTS; response scale: 100% = 6.5 mM cAMP response | Potency, µM (titrated, usually from 154 µM), for the others: at the highest dose activation, usual class: activators | 0.079% of 360,000 active | AID 720711; also: potency is read from the fitted curve at half-maximal effect; nearly all actives have a fitted effect of over 50% in size
Target sequence (Q8WZA2 whole entry, looked up): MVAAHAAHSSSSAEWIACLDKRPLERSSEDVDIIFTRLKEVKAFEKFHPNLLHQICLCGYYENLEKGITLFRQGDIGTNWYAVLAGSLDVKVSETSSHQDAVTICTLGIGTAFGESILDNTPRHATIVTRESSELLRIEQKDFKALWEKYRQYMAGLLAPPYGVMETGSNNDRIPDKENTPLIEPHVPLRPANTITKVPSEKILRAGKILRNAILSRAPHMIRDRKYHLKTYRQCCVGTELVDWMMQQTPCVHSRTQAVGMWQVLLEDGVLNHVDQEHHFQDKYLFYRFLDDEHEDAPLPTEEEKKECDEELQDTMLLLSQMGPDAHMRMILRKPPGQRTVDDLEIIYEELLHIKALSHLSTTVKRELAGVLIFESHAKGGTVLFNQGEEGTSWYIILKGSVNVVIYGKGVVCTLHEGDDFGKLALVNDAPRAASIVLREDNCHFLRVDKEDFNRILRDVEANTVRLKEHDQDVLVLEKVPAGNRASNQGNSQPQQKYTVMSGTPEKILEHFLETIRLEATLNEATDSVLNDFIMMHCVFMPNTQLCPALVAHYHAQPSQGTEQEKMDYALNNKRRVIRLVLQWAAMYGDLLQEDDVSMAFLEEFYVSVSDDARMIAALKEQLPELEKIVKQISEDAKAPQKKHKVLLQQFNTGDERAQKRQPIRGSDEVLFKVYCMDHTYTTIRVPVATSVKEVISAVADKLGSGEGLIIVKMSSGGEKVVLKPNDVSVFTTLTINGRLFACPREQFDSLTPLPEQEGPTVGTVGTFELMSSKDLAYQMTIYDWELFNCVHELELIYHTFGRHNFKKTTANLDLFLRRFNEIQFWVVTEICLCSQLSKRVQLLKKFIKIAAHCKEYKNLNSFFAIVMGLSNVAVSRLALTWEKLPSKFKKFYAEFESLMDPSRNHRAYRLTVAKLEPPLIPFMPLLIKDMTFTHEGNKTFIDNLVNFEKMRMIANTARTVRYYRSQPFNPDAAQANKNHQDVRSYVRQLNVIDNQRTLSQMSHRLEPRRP
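qHTS, titration series. 100 nM EPAC2 / 250 nM Rap1B-BODIPY-GDP / 50 uM GDP; RT; ex 480/em 540 nm, 5-min reads to 30 min. Norm. to 6.5 mM cAMP = activation.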
ATXN2 expr inh: ATXN2 expression inhibition. HEK-293 ATXN2-luciferase reporter, luminescence, 24 h. Potency, µM (top dose mostly 57 µM), inactives show top-dose activity change, negative = inhibition, hits mostly inhibitors. 0.72% of 360,000 active; also: potency is read from the fitted curve at half-maximal effect; % is scaled to controls: 0 for no effect and ±100 for the full control effect; nearly all actives have a fitted effect of over 55% in size
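ATXN2-luciferase reporter cells (luciferase flanked by upstream and downstream ATXN2 gene portions) were treated 24 h at 37 °C with compounds at up to 57 uM. SteadyGlo luminescence gave expression; GF-AFC fluorescence gave viability.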
IL2 activator: activates IL-2 in a cell-based reporter assay | IL-2 activation reporter assay, cell-based qHTS; stimulated with anti-CD3/CD4/CD28 beads; in transgenic mouse T cells | activation, % (series mostly up to about 46 µM) | 0.065% of 360,000 active; in the data active = activation above about 50%; inconclusive = mostly about 30% to 49%; also: 0% is about no effect
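Unstimulated transgenic mouse T cells, 750 per well, received compound and, after 60 minutes, anti-CD3/anti-CD4 bead plus anti-CD28 stimulation. EGFP and DsRed were quantified after 18 hours.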
A549 tox: A549 cytotoxicity, counter-screen for Nrf2 inhibitors. A549 ARE-Fluc cells, CellTiter-Fluor viability, 18-24 h. Potency, µM (titrated, usually from 46 µM), for inactives: top-dose activity change, negative = cytotoxicity, actives largely listed as inhibitors. 0.16% of 390,000 active. AID 504648; also: potency is read from the fitted curve at half-maximal effect; % is scaled to controls: 0 for no effect and ±100 for the full control effect
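A549 ARE-Fluc cells in 5% FBS OPTI-MEM, 5000 cells/well, rested 2 h then exposed to compounds in concentration-response for 18-24 h at 37 °C. Viability by CellTiter-Fluor fluorescence (Ex 405/Em 525) after 30 min; luciferase luminescence (BugLite, 15 min, RT) read afterwards.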
* marks the source's active call; other numbers are inactive results; & = joins results of further samples; [ ] = remark or other dose. Unless noted, calls follow the shape of the dose curve; as a rule, active = well fitted curve in the direction sought with a large enough effect; inconclusive = small, poorly fitted or top-dose-only effect, or another doubt; inactive = no such curve, though single readings can be large; an effect the other way counts as inactive or inconclusive.

Results for CSc1cc(C)c(OCC(=O)Nc2ccc(NC(C)=O)cc2)c(C)c1 ?
S2 tox: inactive; Nrf2 activator: 3.0%; Nrf2 block: -4%; TGFb inhibitor: -10%; HepG2 viability: 0.2µM*; EPAC2 ag: 0%; IL2 activator: -1.4; A549 tox: 5%

Results for CC1CCCN(C(=S)SCC(=O)O)C1 (stereo not given) ?
S2 tox: inactive; Nrf2 activator: 0.4%; Nrf2 block: 8%; TGFb inhibitor: -3%; HepG2 viability: 11%; EPAC2 ag: 5%; ATXN2 expr inh: 2%; IL2 activator: 0.9; A549 tox: 1%

How did CC(OC(=O)c1cc(S(=O)(=O)N(C)C)ccc1N1CCCC1)C(=O)NCc1ccccc1 (stereo not given) do in these assays?
S2 tox: inactive; Nrf2 activator: -0.1%; Nrf2 block: -12%; TGFb inhibitor: inconclusive; HepG2 viability: -5%; EPAC2 ag: -8%; ATXN2 expr inh: -13%; IL2 activator: 0.8; A549 tox: 0%

How did CNC(=O)Nc1ccc(Cn2cc(C(F)(F)F)ccc2=O)cc1 do in these assays?
S2 tox: inactive; Nrf2 activator: 0.0%; Nrf2 block: 8%; TGFb inhibitor: 7%; HepG2 viability: 11%; EPAC2 ag: -2%; ATXN2 expr inh: -13%; IL2 activator: 2.0; A549 tox: 3%

What do the screens show for `CC(C)NS(=O)(=O)c1ccc(OCC(=O)NCc2cccnc2)cc1`?
S2 tox: inactive; Nrf2 activator: 0.0%; Nrf2 block: -24%; TGFb inhibitor: 8%; HepG2 viability: -2%; EPAC2 ag: 0%; ATXN2 expr inh: 0%; IL2 activator: -1.3; A549 tox: -1%

Results for CN(C(=O)CN1CCN(c2ccccc2F)CC1)C1CCCc2ccccc21 (stereo not given) ?
S2 tox: inactive; Nrf2 activator: 2.6%; Nrf2 block: 2%; TGFb inhibitor: inconclusive; HepG2 viability: -12%; EPAC2 ag: -6%; ATXN2 expr inh: -18%; IL2 activator: 1.2; A549 tox: 4%

How did O=C(CSc1nc2ccccc2o1)c1ccc2c(c1)OCCO2 do in these assays?
S2 tox: inactive; Nrf2 activator: 6.3%; TGFb inhibitor: -3%; HepG2 viability: -24%; EPAC2 ag: 15%; ATXN2 expr inh: 52%[activator]; IL2 activator: 0.4; A549 tox: 16%

What do the screens show for `CC(=O)N1CCN(CCN2C(C)=CC(=C(C#N)C#N)C=C2C)CC1`?
S2 tox: inactive; Nrf2 activator: -0.5%; Nrf2 block: -8%; TGFb inhibitor: 4%; HepG2 viability: -4%; EPAC2 ag: 5%; ATXN2 expr inh: -1%; IL2 activator: 6.1; A549 tox: 1%

What do the screens show for `CCC1(c2ccccc2)SCC(c2ccccc2)=NC1=O` (stereo not given)?
S2 tox: inactive; Nrf2 activator: -0.1%; Nrf2 block: 18µM*; TGFb inhibitor: -8%; HepG2 viability: -3%; EPAC2 ag: 10%; ATXN2 expr inh: -19%; IL2 activator: -0.8; A549 tox: -2%

What do the screens show for `CNC(=O)COc1ccc(Nc2nnc(C)c3ccccc23)cc1`?
S2 tox: inactive; Nrf2 activator: -0.9%; Nrf2 block: -4%; TGFb inhibitor: 6%; HepG2 viability: 13%; EPAC2 ag: -3%; ATXN2 expr inh: -12%; IL2 activator: -0.4; A549 tox: 4%

How did CC(C)CCNC(=O)c1csc2c1CCCCC2 do in these assays?
S2 tox: inactive; Nrf2 activator: 1.9%; Nrf2 block: 27%; TGFb inhibitor: 0%; HepG2 viability: -11%; EPAC2 ag: 6%; ATXN2 expr inh: 35%; IL2 activator: 2.9; A549 tox: 1%

What do the screens show for `CC(C)Cn1c(N)c(C(=O)COC(=O)c2nccnc2N)c(=O)n(C)c1=O`?
S2 tox: inactive; Nrf2 activator: -1.2%; Nrf2 block: 6%; TGFb inhibitor: 12%; HepG2 viability: -3%; EPAC2 ag: 9%; ATXN2 expr inh: 7%; IL2 activator: 0.0; A549 tox: 5%

Reprinted from the part before: 2 compounds, then new ones.
How did CC(C)CCNC(=O)c1csc2c1CCCCC2 do in these assays?
S2 tox: inactive; Nrf2 activator: 1.9%; Nrf2 block: 27%; TGFb inhibitor: 0%; HepG2 viability: -11%; EPAC2 ag: 6%; ATXN2 expr inh: 35%; IL2 activator: 2.9; A549 tox: 1%

What do the screens show for `CC(C)Cn1c(N)c(C(=O)COC(=O)c2nccnc2N)c(=O)n(C)c1=O`?
S2 tox: inactive; Nrf2 activator: -1.2%; Nrf2 block: 6%; TGFb inhibitor: 12%; HepG2 viability: -3%; EPAC2 ag: 9%; ATXN2 expr inh: 7%; IL2 activator: 0.0; A549 tox: 5%

Results for Cc1ccccc1-c1cnc(C(O)c2cc(Cl)cc(Cl)c2)[nH]1 (stereo not given) ?
S2 tox: inactive; Nrf2 activator: 10%[9.22 µM]; TGFb inhibitor: -7%; HepG2 viability: -9%; EPAC2 ag: 13%; ATXN2 expr inh: 0%; IL2 activator: 0.1

How did COc1ccc(C(C)=O)cc1COc1ccc(F)cc1 do in these assays?
S2 tox: inactive; Nrf2 activator: 8.6%; Nrf2 block: -17%; TGFb inhibitor: 0%; HepG2 viability: 1%; EPAC2 ag: 14%; IL2 activator: -0.2; A549 tox: 11%

How did CCN(CC)CCn1c(NS(=O)(=O)c2ccc(Cl)cc2)nc2ccccc21 do in these assays?
S2 tox: inactive; Nrf2 activator: 0.0%; Nrf2 block: -9%; TGFb inhibitor: 2%; HepG2 viability: -29%; EPAC2 ag: 3%; IL2 activator: 0.2; A549 tox: -6%

How did Cc1csc(-c2cccnc2)n1 do in these assays?
S2 tox: inactive; Nrf2 activator: -1.1%; Nrf2 block: -4%; TGFb inhibitor: -9%; HepG2 viability: -1%; EPAC2 ag: 11%; ATXN2 expr inh: -2%; IL2 activator: -1.8; A549 tox: 4%

Results for CCOC(=O)Nc1sc(C(=O)N(C)C)c(C)c1C(=O)OCC ?
S2 tox: inactive; Nrf2 activator: -0.2%; Nrf2 block: 1%; TGFb inhibitor: 12%; HepG2 viability: -12%; EPAC2 ag: -8%; ATXN2 expr inh: -3%; IL2 activator: 0.7; A549 tox: -1%

What do the screens show for `O=C(CN1C(=O)NC2(CCc3ccccc3C2)C1=O)Nc1ccc(Cl)cc1F` (stereo not given)?
S2 tox: inactive; Nrf2 activator: 2.8%; Nrf2 block: 4%; TGFb inhibitor: -16%; HepG2 viability: -10%; EPAC2 ag: -12%; ATXN2 expr inh: -15%; IL2 activator: -1.1; A549 tox: 6%

What do the screens show for `CCOc1ccccc1CNC(=O)CN1C(=O)CSc2ccc(S(=O)(=O)N3CCOCC3)cc21`?
S2 tox: inactive; Nrf2 activator: 0.2%&-0.7%; Nrf2 block: 13%; TGFb inhibitor: 19%&-24%; HepG2 viability: -6%&-16%; EPAC2 ag: 2%; ATXN2 expr inh: -4%; IL2 activator: -1.1; A549 tox: 0%&5%

How did CC(=O)Nc1ccc(S(=O)(=O)Nc2cccc(NC(=O)c3ccco3)c2)cc1 do in these assays?
S2 tox: inactive; Nrf2 activator: -0.1%; Nrf2 block: -13%; TGFb inhibitor: 6%; HepG2 viability: 10%; EPAC2 ag: 3%; ATXN2 expr inh: 9%; IL2 activator: 0.8; A549 tox: -5%

How did CCN(C(=O)COC(=O)c1cccc(S(=O)(=O)N(C)C)c1)c1c(N)n(Cc2ccccc2)c(=O)[nH]c1=O do in these assays?
Nrf2 activator: -0.4%; Nrf2 block: 3%; TGFb inhibitor: -3%; HepG2 viability: -40%; EPAC2 ag: 3%; IL2 activator: 0.1; A549 tox: -2%

How did CC(=O)c1ccc(OCc2cc(C(=O)NC(C)Cc3ccccn3)no2)cc1 (stereo not given) do in these assays?
S2 tox: inactive; Nrf2 activator: -0.4%; Nrf2 block: 4%; TGFb inhibitor: 13%; HepG2 viability: 10%; EPAC2 ag: 1%; ATXN2 expr inh: 8%; IL2 activator: -2.1; A549 tox: 1%

Results for CCOc1ccc(Oc2ccc(S(=O)(=O)N3CCOCC3)cc2NC(=O)C2=COCCO2)cc1 ?
S2 tox: inactive; Nrf2 activator: -0.2%; Nrf2 block: -8%; TGFb inhibitor: 1%; HepG2 viability: 5%; EPAC2 ag: 15%; ATXN2 expr inh: 2%; IL2 activator: -3.2; A549 tox: 3%

Results for Cc1cccc(NC(=O)CN(C)S(=O)(=O)c2cccc3nsnc23)c1C ?
S2 tox: inactive; Nrf2 activator: 0.1%; Nrf2 block: -17%; TGFb inhibitor: -20%; HepG2 viability: -11%; EPAC2 ag: 6%; ATXN2 expr inh: -24%; IL2 activator: 2.8; A549 tox: -2%

How did CN(C)c1cc(NC(=O)CNC(C)(C)CC(C)(C)C)c2ccccc2n1 do in these assays?
S2 tox: inactive; Nrf2 activator: 6.3%; Nrf2 block: 7%; TGFb inhibitor: -3%; HepG2 viability: -4%; EPAC2 ag: 5%; ATXN2 expr inh: -30%; IL2 activator: -0.7; A549 tox: -39%

How did CSc1cccc(NC(=O)CSc2ncccc2C(=O)Oc2cccc([N+](=O)[O-])c2)c1 do in these assays?
S2 tox: inactive; Nrf2 activator: 4.1%; Nrf2 block: 21%; TGFb inhibitor: 0%; HepG2 viability: -2%; EPAC2 ag: 8%; ATXN2 expr inh: 8%; IL2 activator: 1.1; A549 tox: -2%

Results for O=C(O)CC(Cc1ccc(Br)cc1)C(=O)O (stereo not given) ?
S2 tox: inactive; Nrf2 activator: -0.5%; Nrf2 block: -22%; TGFb inhibitor: -6%; HepG2 viability: -14%; EPAC2 ag: 9%; ATXN2 expr inh: 4%; IL2 activator: -0.2; A549 tox: -17%

How did O=C(COC(=O)c1ccc(S(=O)(=O)N2CCCC2)cc1)NCc1cccs1 do in these assays?
S2 tox: inactive; Nrf2 activator: 0.0%; Nrf2 block: inconclusive; TGFb inhibitor: 14%; HepG2 viability: -11%; EPAC2 ag: 10%; ATXN2 expr inh: 0%; IL2 activator: 0.3; A549 tox: 13%
